Source: PubChem (several laboratories)
PABP1 MLLE inh: blocks PAM2 peptide binding to the PABP1 MLLE domain; GST-MLLE / FITC-PAM2 fluorescence polarization; actives 0.36% (n = 360,000); inhibition, % at 20 µM; P11940; AID 588489; in the data active = inhibition above about 35%, passing the limit was not always enough;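 note: plate controls were DMSO wells with GST-MLLE for no effect and wells lacking GST-MLLE protein for full effect; some results filed as inactive read as strong as hits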
SUMO1 PPI mod: alters human SUMO1 binding to SIM partners; SUMO1 binding to a labelled peptide, TR-FRET, 1 h; inhibition, % at 20 µM; actives 0.33% (n = 360,000); AID 602429; in the data active = inhibition above about 37%
Scp1 inh: blocks human Scp-1 phosphatase activity. inhibition, % at 20 µM. AID 493091. Q9GZU7. actives 0.88% (n = 340,000). Recombinant Scp1, phosphopeptide, malachite green phosphate absorbance;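 active = inhibition above about 50% at 20 µM, limit read from the data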;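 note: plate controls were DMSO wells with enzyme for no effect and wells lacking enzyme for full effect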
Target sequence (Q9GZU7 76-261 limits assumed): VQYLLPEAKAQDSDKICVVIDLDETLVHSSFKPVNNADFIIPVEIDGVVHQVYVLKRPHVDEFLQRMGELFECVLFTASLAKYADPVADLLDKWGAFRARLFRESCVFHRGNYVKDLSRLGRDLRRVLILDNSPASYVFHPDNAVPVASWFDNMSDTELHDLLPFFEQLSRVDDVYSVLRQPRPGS
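Test system – truncated SCP-1 phosphatase (76-261aa) · Reagent – Phosphorylated 17-residue peptide substrate · Incubation – 45 min room-temperature reaction, 5 min colour, 30 min stabiliser · Detection – colorimetric phosphate reagent with accelerator and stabiliser, absorbance at 630 nm · Measure – % inhibition at 20 µM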
DNMT1 inh: inhibitors of human DNMT1. inhibition (reported as % activation of signal), % at 10 µM. DNMT1 molecular beacon, Hinp1I cleavage, fluorescence. AID 588458. P26358. actives 0.83% (n = 360,000); in the data active = inhibition above about 50%
STEP block: blocks human striatal-enriched tyrosine phosphatase; AID 588621; P54829; actives 0.25% (n = 360,000); inhibition, % at 20 µM; recombinant STEP, OMFP fluorogenic substrate, fluorescence;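 active = inhibition at 20 µM, scaled per plate between control wells, above about 37%, limit read from the data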;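 note: 0% = DMSO with enzyme and substrate and 100% = substrate only without enzyme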
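medium = Bis-Tris buffer pH 6.0, 2.5 mM DTT, 0.005% Tween 20 | test system = STEP (striatal-enriched tyrosine phosphatase) enzyme, cell-free | measure = normalized % inhibition | compound dosing = 20 µM, 1% DMSO | also added = 25 µM OMFP | schedule = reaction 20 min, ambient temperature | measured by = fluorescence read at 480 nm ex / 540 nm em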
LMPTP block: LMPTP (human) inhibition | P24666 | recombinant LMPTP-A, OMFP fluorogenic substrate, fluorescence intensity | inhibition, % at 20 µM | actives 0.22% (n = 360,000);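 active = compounds that cut the enzyme signal by at least half of the control window in the single-dose screen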;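 note: plate controls were DMSO wells with enzyme plus substrate for no effect and substrate without enzyme for full effect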
Target sequence (P24666 whole entry, looked up): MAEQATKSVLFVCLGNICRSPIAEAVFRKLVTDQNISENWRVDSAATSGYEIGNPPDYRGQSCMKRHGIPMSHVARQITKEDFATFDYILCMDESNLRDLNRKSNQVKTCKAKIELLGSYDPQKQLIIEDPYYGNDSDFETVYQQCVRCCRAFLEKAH
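Test system: LMPTP-A, protein tyrosine phosphatase of low molecular weight; Input: 0.625 nM enzyme; Incubation: 50 min dark incubation at room temperature; Signal: endpoint fluorescence intensity from OMFP dephosphorylation; Read-out basis: % inhibition versus control wells.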
NadD inh: blocks S. aureus nicotinate mononucleotide adenylyltransferase; purified NadD enzyme, colorimetric absorbance read-out; actives 0.78% (n = 360,000); inhibition, % at 20 µM; in the data active = inhibition above about 26%; note: some compounds past the cut are filed as inactive
CSN inh: blocks human CSN-mediated cullin deneddylation; Purified CSN, SCF-Nedd8-OG deneddylation, fluorescence polarization; actives 0.38% (n = 360,000); AID 651999; inhibition, % at 12.5 µM; Q92905;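 active = pattern-corrected inhibition above about 35%, with an unprinted fluorescence ratio check between 0.5 and 1.5, limit read from the data, passing the limit was not always enough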;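 note: 0% = enzyme with substrate and 100% = substrate without enzyme; some results filed as inactive read as strong as hits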
Target sequence (Q92905 whole entry, looked up, one chain of several): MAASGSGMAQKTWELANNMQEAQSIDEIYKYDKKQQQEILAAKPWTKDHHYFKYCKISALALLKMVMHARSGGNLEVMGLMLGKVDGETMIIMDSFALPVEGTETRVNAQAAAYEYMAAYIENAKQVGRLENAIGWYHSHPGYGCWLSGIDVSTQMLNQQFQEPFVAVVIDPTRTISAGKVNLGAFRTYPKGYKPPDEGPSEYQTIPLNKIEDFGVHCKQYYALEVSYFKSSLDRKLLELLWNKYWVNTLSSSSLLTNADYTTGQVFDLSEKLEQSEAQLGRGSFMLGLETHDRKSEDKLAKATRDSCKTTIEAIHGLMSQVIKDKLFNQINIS
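Test system: purified human Csn5 enzyme expressed in HEK293T cells. Amount: 0.24 nM enzyme. Reagent: SCFSkp2-Nedd8OG substrate at 10 nM final. Schedule: 90 min incubation of compound, enzyme and substrate at room temperature. Detection: fluorescence polarization. Read-out: % inhibition of substrate cleavage by Csn5.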
Rpn11 inh: Rpn11 (human) deubiquitinase inhibition | AID 588493 | calls only at 20 µM | actives 0.59% (n = 360,000) | human 26S proteasome, Ub4-pepOG fluorescence polarization; 20S core pre-blocked with epoxomicin;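 active = inhibition at 20 µM, scaled to each plate's controls, above about 33%, limit read from the data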
Target sequence (O00487 whole entry, looked up): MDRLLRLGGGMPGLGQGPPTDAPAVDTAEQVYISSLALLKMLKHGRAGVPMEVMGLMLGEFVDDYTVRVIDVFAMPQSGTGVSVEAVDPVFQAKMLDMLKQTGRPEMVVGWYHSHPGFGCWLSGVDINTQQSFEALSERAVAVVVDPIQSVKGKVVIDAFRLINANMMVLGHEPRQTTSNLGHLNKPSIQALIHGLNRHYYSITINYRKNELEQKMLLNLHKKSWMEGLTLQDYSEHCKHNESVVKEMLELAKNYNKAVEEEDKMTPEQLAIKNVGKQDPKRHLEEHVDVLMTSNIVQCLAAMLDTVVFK
TbMetRS inhib: Trypanosoma brucei MetRS inhibition; actives 0.4% (n = 360,000); inhibition, % at 11.9 µM; purified T. brucei MetRS, ATP depletion, Kinase-Glo luminescence; AID 624268;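 active = inhibition above a per-plate cutoff of the control wells' mean inhibition plus 3 SD, cut at about 5.5% in these data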;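 note: 0% = DMSO wells median and 100% = median of wells with control inhibitor compound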
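Test system: purified T. brucei MetRS enzyme. Also added: ATP, methionine and E. coli bulk tRNA substrates. Compound: 11.9 µM single point. Schedule: 15 min enzyme-compound preincubation, 2 h reaction, 10 min detection, 25 °C. Signal: luciferase luminescence of residual ATP, Kinase-Glo. Evaluation: percent inhibition versus plate control medians. Controls: DMSO wells, low control.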
Active calls of the source: *; i = inactive; . = no result given. An excerpt; count on the stated rates, not on these rows.

SMILES	PABP1 MLLE inh	SUMO1 PPI mod	Scp1 inh	DNMT1 inh	STEP block	LMPTP block	NadD inh	CSN inh	Rpn11 inh	TbMetRS inhib
c1cncc(CNCCN2CCNCC2)c1	2	-7	5	9	0	-7.8	3	-2	i	-0.6
Cc1cc(C(=O)C[N+]23CCN(CC2)CC3)c(C)n1-c1ccc(Br)cc1	-3	5	-3	-3	-2	0.9	-7	3	i	-0.9
CCC(C)N1C(=O)/C(=C\c2cc3c4c(c2)CCCN4CCC3)C(=O)NC1=S (stereo not given)	-123	6	-8	2	-1	3.6	28	10	i	-0.4
COC(=O)C1=C(c2ccc(OC)c(OC)c2)C[C@@H]2CC[C@H]1N2C(=O)NC(C)C	-8	0	-6	3	-3	-0.9	1	1	i	-0.3
O=[N+]([O-])c1ccc(C(c2ccc([N+](=O)[O-])cc2)c2ccc([N+](=O)[O-])cc2)cc1	-3	-20	9	-3	0	3.5	-4	-3	i	-0.1
CCN(CC)c1ccc(CN2CC=C(c3ccc(F)cc3)CC2)cc1	15	-6	6	-4	-4	-1.3	-9	3	i	-0.9
Cc1ccc2nc(-c3ccncc3)cc(C(=O)N3CCC4(CC3)OCCO4)c2c1	-8	-4	8	2	-5	-1.7	-2	3	i	-1.6
Cc1cccc(-n2c(O)c(/C=N/NC(=O)c3ccncc3)c(=O)[nH]c2=O)c1	3	-18	-4	-5	0	0.0	-3	5	i	-0.3
COc1ccc(-n2c(O)c(C=NCCCn3ccnc3)c(=O)[nH]c2=O)cc1	-1	3	-7	0	-2	-6.1	-2	5	i	-0.4
C#C[C@]1(O)[C@H](O)CC2C3CC[C@H]4C[C@@H](O)CC[C@]4(C)C3CC[C@@]21C (stereo not given in full)	-13	3	.	67*	-2	3.4	-1	-3	i	-0.1
CC(C)(C)c1ccc(OC(=O)N2CCCCC2)cc1	7	-2	-7	6	5	0.2	-3	-1	i	0.5
Fc1c(F)c(F)c(N2CCNCC2)c(F)c1F	1	-3	-3	0	-2	-1.1	-1	-1	i	0.0
O=C(NCC1=C(c2ccc3ccccc3c2)C[C@@H]2CC[C@H]1N2Cc1ccco1)c1ccc([N+](=O)[O-])cc1	4	-28	.	-8	2	0.0	15	5	i	-0.8
O=C(N/N=C/c1c(O)n(Cc2ccccc2)c(=O)[nH]c1=O)c1ccccc1O	-18	3	-10	1	5	-1.9	0	0	i	-0.3
Cc1ccccc1-[n+]1c(-c2ccccc2)cc(-c2ccccc2)cc1-c1ccccc1	-6	-18	7	6	-1	1.8	7	-7	i	-0.2
CCN(CC)c1ccc(CC2C(=O)N(C)C(=O)N(C)C2=O)cc1	-26	-8	-5	-7	-6	1.9	0	6	i	-0.4
O=C1NC(=S)NC(=O)C1=Cc1c(Cl)cccc1Cl	26	9	12	14	2	2.7	10	4	i	-0.5
COC(=O)C1=C(c2ccc(S(C)(=O)=O)cc2)C[C@@H]2CC[C@H]1N2C(=O)N1CCC(O)CC1	-5	-3	-8	4	-1	-2.2	-6	-4	i	-0.4
CCOC(=O)C1(CCc2ccccc2)CCN(C(C)CSC)CC1 (stereo not given)	-5	3	-2	-3	-4	-1.1	-7	-2	i	-0.7
NCCc1ccc(S(=O)(=O)F)cc1	-34	27	-6	5	-2	-2.0	1	-3	i	-0.9
CCOC(=O)C1SC2(C(F)(F)F)CC1(O)c1c(C)cc(C)nc1O2 (stereo not given)	60*	-3	-4	-4	0	0.0	2	1	i	-0.3
O=C1NC(=S)NC(=O)C1C1CCCCC1	-99	5	-5	-4	0	3.0	-4	-3	i	-1.0
CC(NC(=O)Cc1cccc2ccccc12)C(=O)N1CCC(=O)CC1 (stereo not given)	7	-5	-1	-4	1	-1.3	5	-1	i	0.3
COP(=O)(OC)C(Nc1ccccn1)c1ccccc1 (stereo not given)	0	-1	-9	2	-5	-0.2	0	-5	i	-0.9
CCOc1cc(C=O)ccc1O	-12	4	-4	1	-2	-1.3	-1	1	i	-0.8
CC(C)C1C(C#N)=C(N)Oc2c1c(=O)oc1ccccc21 (stereo not given)	10	3	.	1	-2	-0.6	7	1	i	0.3
CC(C)CNC(=O)/C=C/C=C/CCCCCC/C=C/c1ccc2c(c1)OCO2	-8	2	1	6	-4	-1.6	17	2	i	-1.2
C=COCCn1c(C)c(C(C)=O)c2cc(O)ccc21	-1	2	-5	0	1	0.7	-4	-10	i	0.7
S=P1(Oc2ccccc2)Nc2ccccc2N1	23	8	-15	-6	-4	0.5	-4	0	i	-0.2
COC(=O)C1=C(c2ccc(OC(F)(F)F)cc2)C[C@@H]2CC[C@H]1N2C(=O)NCCCOC(C)C	0	-1	-2	-4	0	0.1	-5	-3	i	0.8
CN1CCN(c2ccc(C(N)=O)cc2N)CC1	-10	0	-2	1	-2	-0.9	4	-4	i	0.0
CCOC(=O)N(c1ccccc1)P1(=S)OCCO1	27	1	0	4	5	1.5	2	2	i	-0.2
COC(=O)C1=C(c2ccc(OC(F)(F)F)cc2)C[C@@H]2CC[C@H]1N2C(=O)NC(C)C	-7	7	-8	2	-1	-0.6	1	1	i	0.0
CC(=NC(C)c1ccccc1)c1c(O)[nH]c(=O)[nH]c1=O (stereo not given)	8	1	-4	18	2	0.1	-2	2	i	-0.7
NC(Cc1ccccc1)c1nn[nH]n1 (stereo not given)	-6	1	-7	-3	2	-2.1	2	-3	i	0.3
COc1ccc(CC(C)NC2CCCCCC2)cc1 (stereo not given)	-4	3	14	1	0	-4.0	-6	-2	i	-0.9
CCN1C[C@]2(CO)CC[C@H](OC)[C@@]34C5C[C@H]6[C@H](OC)C5[C@](O)(C[C@H]6OC)[C@@](O)(C(OC)C23)[C@@H]14 (stereo not given in full)	-11	-1	-4	-4	1	-1.1	4	1	i	0.7
CC[N+]12CCC(CC1)C(C(O)(c1ccccc1)c1ccccc1)C2 (stereo not given)	7	4	-1	2	3	-1.4	-4	-3	i	-0.6
COc1ccc(C(=O)C2CCCN(Cc3cccc(C)n3)C2)c(OC)c1 (stereo not given)	-6	2	-7	-2	5	-1.5	-6	4	i	0.3
CN1C2CCC1CC(OC(=O)c1cccc(O)c1)C2 (stereo not given)	0	1	4	-3	0	-0.5	0	-1	i	0.2
O=c1cc(C(F)(F)F)c2cc3c4c(c2o1)CCCN4CCC3	i	-18	-4	46	-72	-3.6	-6	-22	i	-1.2
CC1N(O)C2CCCCCC2N1O (stereo not given)	2	1	-6	4	-2	-2.9	-3	0	i	-1.5
c1ccc2sc(NC3=NCCN3)nc2c1	13	0	-1	1	2	-0.7	-2	4	i	-0.2
O=C(COc1ccccc1)N1CCN(CCN2C(=O)c3cccc4cccc(c34)C2=O)CC1	6	-25	7	-2	2	2.1	2	-1	i	-0.8
Cc1ccc(-n2c(C)cc(/C=C3/C(=O)NC(=O)N(Cc4ccco4)C3=O)c2C)cc1	-12	1	9	41	2	2.2	14	5	i	-0.3

An excerpt from above with just Scp1 inh, STEP block and CSN inh.
SMILES	Scp1 inh	STEP block	CSN inh
CC(C)CNC(=O)/C=C/C=C/CCCCCC/C=C/c1ccc2c(c1)OCO2	1	-4	2
C=COCCn1c(C)c(C(C)=O)c2cc(O)ccc21	-5	1	-10
S=P1(Oc2ccccc2)Nc2ccccc2N1	-15	-4	0
COC(=O)C1=C(c2ccc(OC(F)(F)F)cc2)C[C@@H]2CC[C@H]1N2C(=O)NCCCOC(C)C	-2	0	-3
CN1CCN(c2ccc(C(N)=O)cc2N)CC1	-2	-2	-4
CCOC(=O)N(c1ccccc1)P1(=S)OCCO1	0	5	2

Continued.
SMILES	PABP1 MLLE inh	SUMO1 PPI mod	Scp1 inh	DNMT1 inh	STEP block	LMPTP block	NadD inh	CSN inh	Rpn11 inh	TbMetRS inhib
COc1ccc(N2C(=O)/C(=C/c3ccco3)C(=O)NC2=S)cc1	-53	89*	93*	98*	64*	28	20	40*	.	0.3
CCC1([N+](=O)[O-])COP(N)(=O)OC1 (stereo not given)	-4	-2	1	-3	-2	-1.5	-1	0	i	-0.4
Cc1ccc(NP(=O)(Oc2ccccc2)Oc2ccccc2)cc1	3	3	8	-2	-1	-0.2	0	-3	i	-0.6
OCC1(CO)COC(c2cccnc2)N1 (stereo not given)	5	0	-7	5	-2	1.7	2	4	i	0.2
O=C(c1ccc(Cl)cc1)N1CCC2(CC1)OCCO2	2	1	-2	1	0	-0.3	6	-4	i	-0.6
CCCOP(=O)(O)c1c([N+](=O)[O-])cc(C(F)(F)F)cc1[N+](=O)[O-] (tested in a mixture with another compound)	-8	-5	5	2	-1	-0.5	5	1	i	-0.6
NC1(C(=O)O)CCCc2ccc(N(CCCl)CCCl)cc21 (stereo not given)	6	-29	-8	-5	-5	4.8	3	-4	i	-0.4
CNC(=O)NC(O)C(Cl)(Cl)Cl (stereo not given)	-5	-6	-2	1	-1	-0.8	-4	-5	i	-0.2
COC(=O)C1=C(c2ccc(Cl)c(C(F)(F)F)c2)C[C@@H]2CC[C@H]1N2C(=O)N1CCC(C)CC1	4	-3	-2	-3	2	5.2	-7	-2	i	0.5
Cc1ccc2c(c1)CC1(CN2C)C(=O)NC(=O)N(c2cc(C)ccc2C)C1=O (stereo not given)	14	1	-8	-8	0	-0.5	2	1	i	0.5
O=C(CN1CCCCC1)c1ccc(F)cc1	3	2	-8	-1	0	-1.9	-1	3	i	-0.4
CC(C)c1ccc(O)c(CN2CCN(c3ccccc3)CC2)c1	6	-4	-6	2	-4	0.8	-4	-5	i	-0.3
COc1cc(C)c(CN2CC=C(c3ccc(F)cc3)CC2)cc1C	8	-6	-2	0	-3	0.9	-7	6	i	-0.5
CC(C)(C)c1ccc(CSc2cnn(C(C)(C)C)c(=O)c2Cl)cc1	-9	2	-11	6	3	-0.1	-6	-1	i	-0.6
O=C1Nc2ccc(Br)cc2C(c2ccccc2)=NC1O (stereo not given)	5	-4	-1	2	-1	1.7	-2	5	i	-0.7

3 compounds out of the list, ordered by length of the SMILES, highest first:
SMILES	PABP1 MLLE inh	SUMO1 PPI mod	Scp1 inh	DNMT1 inh	STEP block	LMPTP block	NadD inh	CSN inh	Rpn11 inh	TbMetRS inhib
COC(=O)C1=C(c2ccc(Cl)c(C(F)(F)F)c2)C[C@@H]2CC[C@H]1N2C(=O)N1CCC(C)CC1	4	-3	-2	-3	2	5.2	-7	-2	i	0.5
COc1ccc(N2C(=O)/C(=C/c3ccco3)C(=O)NC2=S)cc1	-53	89*	93*	98*	64*	28	20	40*	.	0.3
O=C(c1ccc(Cl)cc1)N1CCC2(CC1)OCCO2	2	1	-2	1	0	-0.3	6	-4	i	-0.6
